# OX1R antag-1: OX1R (HCRTR1) antagonists, primary screen, fluorescence, CHO/OX1R cells, Fluo-8 calcium, orexin A; Orexin/Hypocretin receptor type 1 (Homo sapiens), O43613; Fluo-8 calcium fluorescence; inhibition, % at 5 µM; 330,000 tested, 0.43% active; AID 434989, 2010;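 active = inhibition above its plate's threshold, mean inhibition of all tested compounds on the plate plus 3 SD, cut at about 37% in these data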;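 also: 0% = orexin A challenge wells and 100% = SB-334867-A antagonist wells; not every result past the cut was called active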
# Target sequence (O43613 whole entry, looked up): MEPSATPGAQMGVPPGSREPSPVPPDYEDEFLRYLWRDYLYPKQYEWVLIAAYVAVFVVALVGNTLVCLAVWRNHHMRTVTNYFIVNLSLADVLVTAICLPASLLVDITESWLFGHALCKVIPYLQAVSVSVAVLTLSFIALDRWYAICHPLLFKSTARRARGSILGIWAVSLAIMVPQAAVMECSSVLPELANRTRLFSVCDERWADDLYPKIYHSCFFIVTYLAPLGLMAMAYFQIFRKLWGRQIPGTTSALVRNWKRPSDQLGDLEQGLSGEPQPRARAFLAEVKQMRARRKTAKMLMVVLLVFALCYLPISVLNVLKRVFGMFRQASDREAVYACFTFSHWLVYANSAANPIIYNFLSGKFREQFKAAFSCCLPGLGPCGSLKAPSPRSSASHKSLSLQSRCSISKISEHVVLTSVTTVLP
# OX1R antag-2: antagonists of human orexin 1 receptor (OX1R) | Orexin/Hypocretin receptor type 1 (Homo sapiens), O43613 | AID 485270, 2010 | 330,000 tested, 1.8% active | inhibition, % at 6.6 µM | OX1R-expressing cells, FRET antagonist read-out; in the data active = inhibition mostly above about 38%, no sharp cut-off; inactive = mostly below about 40%;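 also: 0% = agonist challenge alone and 100% = reference antagonist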
# Starred values were filed as active, the others as inactive.
no.	OX1R antag-1	OX1R antag-2	molecule
1	-38	11	CCn1c(Cc2ccccc2)nnc1SCc1nc2ccccc2c(=O)[nH]1
2	-6	5	COc1ccccc1Oc1ccc2c(c1)C(=O)N(CC(=O)O)C2=O
3	-13	-1	Cc1ccc(C)c(Cn2c(C)nc3c(sc(=S)n3-c3ccccc3)c2=O)c1
4	-8	18	Cc1[nH]c2ccccc2c1C(=O)CSc1nccc(=O)[nH]1
5	-26	22	N#C/C(=C\c1c(Cl)cccc1Cl)c1nc2ccccc2[nH]1
6	-2	20	CCOC(=O)C1(CC2CCCCO2)CCN(S(=O)(=O)c2c(C)nn(C)c2C)CC1 (configuration not stated)
7	-17	78*	Cc1ccc(C(=O)/C=C2\NCC(C)NC2=O)cc1 (configuration not stated)
8	-11	14	CCOC(=O)c1c(-c2ccccc2)csc1NC(=O)c1ccc(S(=O)(=O)N2CCOCC2)cc1
9	-14	7	COc1ccc(NC(=O)CC(=O)Nc2ccc(OC)cc2)cc1
10	-11	35	CC(=O)NCCNc1ccc([N+](=O)[O-])cn1
11	-25	30	COc1ccc2c(c1)n([O-])c1c([n+]2=O)CCC1
12	6	11	OCc1ccccc1N=Cc1cccnc1
13	-40	2	O=C(CN1c2ccccc2Sc2ccccc21)N/N=C/c1ccc([N+](=O)[O-])cc1
14	-30	2	CCc1c(C)nc2ncnn2c1N1CCCC(C(=O)Nc2cc(F)ccc2C)C1 (configuration not stated)
15	-24	12	O=c1ccn(-c2cccc(C(F)(F)F)c2)nc1-c1ccn(-c2ccccc2)n1
16	14	9	O=C(NCCO)C(=O)NCC1OCCCN1S(=O)(=O)c1ccc2c(c1)OCCO2 (configuration not stated)
17	-7	11	COc1cc(C=Nc2cccc([N+](=O)[O-])c2C)ccc1OC(C)=O
18	-40	19	Cc1cccc(OCC(=O)NC2CCCc3ccccc32)c1C (configuration not stated)
19	2	2	NC(=O)c1ccc(NC(=O)CN2CCN(c3ccccc3)CC2)cc1
20	-7	21	COCCN1C(=S)N[C@@H](c2cccc(F)c2)C(C(=O)OC)=C1C

# Reprinted at random: 7 compounds from above
no.	OX1R antag-1	OX1R antag-2	molecule
10	-11	35	CC(=O)NCCNc1ccc([N+](=O)[O-])cn1
19	2	2	NC(=O)c1ccc(NC(=O)CN2CCN(c3ccccc3)CC2)cc1
7	-17	78*	Cc1ccc(C(=O)/C=C2\NCC(C)NC2=O)cc1 (configuration not stated)
15	-24	12	O=c1ccn(-c2cccc(C(F)(F)F)c2)nc1-c1ccn(-c2ccccc2)n1
11	-25	30	COc1ccc2c(c1)n([O-])c1c([n+]2=O)CCC1
20	-7	21	COCCN1C(=S)N[C@@H](c2cccc(F)c2)C(C(=O)OC)=C1C
3	-13	-1	Cc1ccc(C)c(Cn2c(C)nc3c(sc(=S)n3-c3ccccc3)c2=O)c1

# Next part:
no.	OX1R antag-1	OX1R antag-2	molecule
21	-6	23	CC(C)CC1c2[nH]c3ccccc3c2CCN1C(=O)C1CCOCC1 (configuration not stated)
22	-36	4	Cc1ccc(NC(=O)CCc2nnc3ccc(N4CCC(C)CC4)nn23)nc1
23	-10	23	Cc1cc([N+](=O)[O-])ccc1NC(=O)c1cncc(Br)c1
24	-15	21	CCn1c(C)cs/c1=N\C(=S)Nc1ccccc1C
25	-9	3	CC(=O)Nc1ccc(CNc2ncnc3ccc(-c4c(C)noc4C)cc23)cc1
26	-15	7	COc1ccc(C(=O)N2CCC(C(=O)N3CCN(Cc4ccccc4)CC3)CC2)cc1
27	-1	-3	CN(C)CCNC=C(C(=O)Nc1ccc(Cl)cc1Cl)C(=O)Nc1ccc(Cl)cc1Cl
28	-9	16	COCCN(Cc1ccccc1)C(=S)Nc1ccc(OC(F)F)cc1
29	-17	14	CN(CC(=O)Nc1ccccc1C(F)(F)F)C(=O)CN1C(=O)C2CCCCC2C1=O (configuration not stated)
30	-1	30	Cc1ccc(-n2c(C)n[nH]c2=S)cc1C
31	-24	11	COc1ccc(N2C(=O)C3CCCN3C2c2ccc(C)o2)cc1Cl (configuration not stated)
32	0	7	N#Cc1cccc(C(=O)Nc2ccc(S(=O)(=O)Nc3nccs3)cc2)c1
33	6	49*	CS(=O)(=O)c1ccc(C(=O)OCC(=O)NC(=O)C2CCCCC2)cc1[N+](=O)[O-]
34	-25	3	CC(C)(C)[C@H]1COC(=O)CC/C=C\C[C@H](CC(=O)N(CCO)Cc2ccccc2)C(=O)N1
35	-17	8	CCOC(=O)c1c(C)nc2c(c1-c1ccc(OC)c(OC)c1)C(=O)c1ccccc1-2
36	-22	22	Cc1ncc(CO)c(/C=N/NC(=S)Nc2ccc(C(C)C)cc2)c1O
37	-1	13	C=CCN1C(=O)C(Cc2cccc(C)c2)SC1=Nc1ccc(C(=O)O)cc1 (configuration not stated)
38	6	19	COc1cc(NC(=O)c2nccn2C)cc(C(=O)Nc2cccc(C(F)(F)F)c2)c1
39	-10	16	Brc1cc2c(cc1Cn1c(-c3cncs3)nc3ccccc31)OCO2
40	-22	36	O=C(Nc1ccccc1C(=O)O)c1cccc(S(=O)(=O)Nc2ccc(Br)cc2)c1

no.	OX1R antag-1	OX1R antag-2	molecule
41	-24	0	O=c1[nH]c2cc3c(cc2cc1C(c1nnnn1C1CCCC1)N1CCSCC1)OCCO3 (configuration not stated)
42	-27	31	CC(C)(C)c1ccc(S(=O)(=O)Nc2ccc3c(c2)COC3=O)cc1
43	-51	27	CCOC(=O)C1CCCN(c2nc3c(C)cccn3c(=O)c2/C=C(\C#N)C(=O)NCc2ccco2)C1 (configuration not stated)
44	-22	11	Cc1cccc(C)c1OCC(=O)N(Cc1ccc(N(C)C)cc1)C1CCS(=O)(=O)C1 (configuration not stated)
45	-21	14	CCOc1ccc(S(=O)(=O)N2CCOCC2)cc1NC(=O)c1ccc(N2CCCC2=O)cc1
46	-7	7	COc1ccccc1-n1cnc2cc(C(=O)N3CCOCC3)ccc21
47	-46	15	CN(Cc1ccc(OCC(O)CN(C)Cc2ccccc2)cc1)Cc1nccn1C (configuration not stated)
48	-16	14	C#CCN1C(=O)C(O)(CC(=O)c2cccc(OC)c2)c2ccccc21 (configuration not stated)
49	-9	31	Cc1ccc(NC(=S)NNC(=O)c2nn(C)c(C)c2Cl)cc1
50	-28	17	CCN(CC)S(=O)(=O)c1cccc(C(=O)NCC2CCCCC2)c1
51	-20	19	Cc1ccc(CN=c2c([N+](=O)[O-])nn(-c3cccc(Cl)c3)n2O)cc1
52	7	13	COc1cc(/C=C2/C(=O)NN(c3ccc(Cl)c(Cl)c3)C2=O)cc([N+](=O)[O-])c1O
53	-27	16	CCCCN(C)C(=O)c1nc2ccccn2c1CN1CCN(c2cnccn2)CC1
54	-15	1	Cc1cccc(OCCNC(=O)c2cncc(Br)c2)c1
55	-3	5	CCN(CC)CCSc1nc(O)c(C(C)C)c(=O)[nH]1
56	-25	4	Cc1ccc(NC(=O)NCCN2CCCCC2)cc1Cl
57	2	14	Cn1c(-c2ccccc2)c[n+]2c1CCCCC2
58	-11	11	COc1ccc(C(=O)NC(=S)Nc2ccc3oc(=O)ccc3c2)cc1OC
59	-18	-6	CCc1ccc(-c2nc(CS(=O)CC(=O)NCc3ccccc3)c(C)o2)cc1 (configuration not stated)
60	1	15	c1ccc(Nc2ccccn2)cc1

# For convenience, some entries already given.
no.	OX1R antag-1	OX1R antag-2	molecule
42	-27	31	CC(C)(C)c1ccc(S(=O)(=O)Nc2ccc3c(c2)COC3=O)cc1
43	-51	27	CCOC(=O)C1CCCN(c2nc3c(C)cccn3c(=O)c2/C=C(\C#N)C(=O)NCc2ccco2)C1 (configuration not stated)
44	-22	11	Cc1cccc(C)c1OCC(=O)N(Cc1ccc(N(C)C)cc1)C1CCS(=O)(=O)C1 (configuration not stated)
45	-21	14	CCOc1ccc(S(=O)(=O)N2CCOCC2)cc1NC(=O)c1ccc(N2CCCC2=O)cc1
46	-7	7	COc1ccccc1-n1cnc2cc(C(=O)N3CCOCC3)ccc21

# The listing continues.
no.	OX1R antag-1	OX1R antag-2	molecule
61	-10	25	COC(=O)c1ccc(CSc2ccc3nnc(-c4ccc(F)cc4)n3n2)o1
62	-18	15	Cc1ccccc1C(=O)N1CCC(C(=O)NCc2ccc(Cl)cc2)CC1
63	-33	2	O=C(NC1CC1)C1CCN(C2CCN(C(=O)CC3=CCCCC3)CC2)CC1
64	-5	2	CC(NC(=O)c1cc(S(=O)(=O)N2CCOCC2)cn1C)c1ccccc1 (configuration not stated)
65	8	5	Cc1cccn2c(=O)c(C=O)c(Nc3ccccc3)nc12
66	-32	11	CCS(=O)(=O)n1nc(-c2ccco2)nc1SC
67	-18	-3	O=C(CC1SC2=NCCN2C1=O)Nc1ccc(Br)cc1 (configuration not stated)
68	-7	23	CCCOc1ccc(C(CC(=O)O)NC(=O)c2sc3ccccc3c2Cl)cc1 (configuration not stated)
69	-18	7	COc1ccc(/C=N/NC(=O)c2c(C)nc3ccc(Cl)cn23)cc1OC
70	-4	7	CC(=O)OCC1CCCC2=C(C)C(=O)CCC21COC(C)=O (configuration not stated)
71	-7	22	O=c1cc(CN2CCOCC2)c2cc(Cl)c(O)cc2o1
72	2	12	c1ccc(-n2nnnc2Oc2cccc3cccnc23)cc1
73	-14	10	CC(C)OC(=O)c1c(-c2ccc(C(C)C)cc2)csc1NC(=O)C1CCCO1 (configuration not stated)
74	1	1	Cc1ccc(S(=O)(=O)NC(=O)N2CCCN(Cc3ccc(F)cc3)CC2)cc1
75	-9	28	Cc1cc(N/N=C/c2c(O)ccc3ccccc23)nc(-c2ccccc2O)n1
76	-21	14	CN(C)C(CNC(=O)CNC(=O)c1ccc(Br)cc1)c1ccccc1 (configuration not stated)
77	5	23	Cc1[nH]n(C(N)=S)c(=O)c1N=Nc1ccc(S(=O)(=O)N2CCCC2)cc1
78	-29	14	CC(Oc1ccccc1)C(=O)N(CCC1=CCCCC1)c1c(N)n(Cc2ccccc2)c(=O)[nH]c1=O (configuration not stated)
79	-11	9	COc1ccc(-n2c(O)c(C=NC3CC3)c(=O)[nH]c2=O)cc1
80	-9	13	O=C(OCc1nc2ccccc2s1)c1cnccn1

no.	OX1R antag-1	OX1R antag-2	molecule
81	1	1	COc1ccc(NC(=O)c2ccc[n+]([O-])c2)cc1
82	-7	6	Cn1c(N)c(C(=O)COC(=O)c2cnc(Cl)c(Cl)c2)c(=O)n(C)c1=O
83	-13	17	O=C(CCn1nnc2ccccc21)Nc1nnc(COc2ccccc2F)s1
84	-3	-1	Cc1ccc(NC(=O)CN(C)C(=O)COC(=O)c2ccc(NC(=O)CC#N)cc2)cc1
85	-31	11	COc1ccc(C(NC(=O)C(C)C)c2c(O)ccc3ccccc23)cc1 (configuration not stated)
86	-23	16	COc1ccc(C2C(CC(=O)O)=C(Nc3ccccc3)C(=O)N2c2ccccc2)cc1 (configuration not stated)
87	-26	9	CC1=C(C(=O)Nc2cccc(F)c2)C(c2ccsc2)C2=C(CC(C)(C)CC2=O)N1 (configuration not stated)
88	-13	4	CCCC(C(=O)NCC1CCCO1)N(Cc1ccco1)C(=O)CNS(=O)(=O)c1ccccc1 (configuration not stated)
89	86*	19	CCCOc1ccc(C(=O)NNC(=S)NC(=O)c2ccco2)cc1
90	11	-5	CCC(C(=O)N1CCN(S(C)(=O)=O)CC1)c1ccccc1 (configuration not stated)
91	2	23	CCOC(=O)C1=C(COC(=O)COc2ccc(C(=O)CC)cc2)NC(=O)NC1C (configuration not stated)
92	-10	4	CC(=O)c1cccn1S(=O)(=O)c1ccccc1
93	-6	12	COC(=O)C1CCN(C(=O)c2ccc3nc(-c4cccc(OC)c4)oc3c2)CC1
94	-11	18	O=C(NNC(=O)C12CC3CC(CC(C3)C1)C2)c1ccncc1
95	-18	5	CCOC(=O)N1CCN(CC(=O)N2CCC(C(N)=O)CC2)CC1
96	-31	20	CC(C)Cn1c(=O)c2sccc2n2c(CCCC(=O)NC3CCN(Cc4ccccc4)CC3)nnc12
97	-24	26	O=C(CCCCC(=O)NCCCc1ccccc1)NCCCc1ccccc1
98	4	6	Cc1cc2oc(=O)sc2cc1NS(=O)(=O)c1ccccc1
99	-122	5	O=C1OCCN1C(=O)[C@H]1[C@H](c2ccccc2)C(c2ccc(F)cc2)=NN1c1ccccc1
100	-7	14	Cc1cccc(-n2ncc3c(NCc4ccco4)ncnc32)c1

no.	OX1R antag-1	OX1R antag-2	molecule
101	-22	16	C/C(=N\NC(=O)c1c(Cl)c(C)nn1C)c1ccc(NC(=O)C2CCC2)cc1
102	-10	17	CN(CC(=O)Nc1cccc(F)c1)CC(=O)Nc1cccc([N+](=O)[O-])c1
103	-15	8	C=CCN(C(=O)CCC(=O)Nc1cc(C)on1)C(C(=O)NC1CCCC1)c1ccc(OC)c(OC)c1 (configuration not stated)
104	-16	15	CCOc1ccc(-c2c(C(=O)N/N=C/c3ccccc3)nnn2-c2nonc2N)cc1
105	-13	5	O=C(COC(=O)Cc1c(F)cccc1Cl)NC1CCS(=O)(=O)C1 (configuration not stated)
106	-42	49	Cc1ccc(NC(=O)COc2ccccc2[N+](=O)[O-])nc1
107	12	3	O=C(NCCc1c[nH]c2ccccc12)OCCSS(=O)(=O)O
108	-8	14	Cc1nc2c(cc1NC(=O)C(C)(C)C)nc(C)n2Cc1ccccc1
109	-5	12	Nc1nc(Cl)nc2c1ncn2[C@H]1C[C@H](O)[C@@H](CO)O1
110	-17	-2	CCN(C(=O)CSc1ccccn1)C1CCCCC1
111	-25	5	COc1cccc(NC(=S)N(CCCN2CCOCC2)C(C)c2cc3ccccc3o2)c1 (configuration not stated)

# Source: PubChem
